MITF TRPM1 inh: reduces MITF-dependent TRPM1 promoter luciferase signal; SK-MEL-5 TRPM1 promoter luciferase, 24 h; inhibition, % at 12.5 µM; 330,000 compounds, 0.83% hits; AID 488899;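 active = mean inhibition across replicates of 60% or more, whatever share of single replicates reaches that level; inconclusive = some that reach 60%, reason not given; inactive = mean inhibition across replicates below 60%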; note: values of inactives mirror those of a sister screen read the other way
NR2E3 ag-1: agonists of human NR2E3 nuclear receptor. 360,000 compounds, 0.35% hits. inhibition of corepressor binding, % at 3.98 µM. Q9Y5X4. AID 602229. CHO-S Gal4-NCOR/VP16-NR2E3 two-hybrid, luciferase;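 active = inhibition above the mean of all tested compounds plus 3 SD, cut at about 70% in these data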;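 note: 0% = DMSO with NR2E3 transfected cells and 100% = cells lacking NR2E3 construct; higher means lower luciferase signal from less NR2E3 corepressor binding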
Target sequence (Q9Y5X4 whole entry, looked up, the tested form may be a part): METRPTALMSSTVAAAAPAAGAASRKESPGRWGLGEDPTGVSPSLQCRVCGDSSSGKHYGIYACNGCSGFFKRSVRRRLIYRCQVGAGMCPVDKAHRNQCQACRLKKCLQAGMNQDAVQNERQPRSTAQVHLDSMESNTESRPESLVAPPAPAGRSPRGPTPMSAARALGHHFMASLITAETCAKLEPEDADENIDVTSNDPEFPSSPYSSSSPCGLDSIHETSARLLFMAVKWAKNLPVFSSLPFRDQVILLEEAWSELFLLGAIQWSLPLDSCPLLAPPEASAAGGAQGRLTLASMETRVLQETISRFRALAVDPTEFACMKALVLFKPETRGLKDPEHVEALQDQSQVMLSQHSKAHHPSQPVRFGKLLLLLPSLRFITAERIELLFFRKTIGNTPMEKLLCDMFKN
Shn3 inh set2: Schnurri-3 reporter inhibition in Clone20 osteoblasts | inhibition, % at 12.5 µM | Clone20 osteoblast Shn3 3'UTR firefly luciferase, 24 h | AID 588674 | 360,000 compounds, 0.52% hits;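 active = mean inhibition of at least 75% with every replicate also reaching 75%; inconclusive = mean inhibition at least 75% but some replicate below; inactive = mean inhibition below 75%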;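 note: 0% = median of neutral control wells and 100% = pilot-screen positive control compound; some compounds past the cut are filed as inactive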
HIF-2a block: blocks HIF-2a reporter activity. 360,000 compounds, 0.72% hits. 786-0 RCC cells HIF-2a reporter, luciferase luminescence, overnight. inhibition, % at 18.8 µM. AID 624352;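 active = inhibition of the luminescence signal of 40% or more relative to plate controls, in a single-dose primary screen at 18.75 µM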
TWEAK-Fn14 inh: blocks TWEAK-Fn14 interaction in a reporter cell assay; TWEAK-stimulated Fn14 reporter cells, luciferase luminescence, 8 h; inhibition, % at 10 µM; 360,000 compounds, 2% hits; AID 1159606; in the data active = inhibition above about 50%
KKLEB cytotox: counter-screen for CF NF-kB inhibitors: cytotoxicity | KKLEB CF airway cells viability, ATPlite luminescence, overnight; stronger effect = lower value; cells stimulated with P. aeruginosa culture filtrate | activity change (cytotoxicity), % at 5 µM | 360,000 compounds, 0.36% hits | AID 602141;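 active = corrected activity change at or below -50% at 5 µM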
CF NFkB block: blocks PAF-induced NF-kB reporter in cystic fibrosis cells. KKLEB NF-kB-GFP reporter, GFP fluorescence overnight. inhibition, % at 5 µM. 360,000 compounds, 0.86% hits. AID 588850;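 active = at least 50% inhibition at 5 µM, scaled per plate between neutral and stimulator controls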;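 note: PAF is a Pseudomonas aeruginosa culture filtrate used as stimulus; plate controls were PAF-stimulated DMSO wells for no effect and unstimulated DMSO wells for full effect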
TROY NFkB inh: blocks TROY-dependent signaling in reporter cells. Q293 LMP1-TROYcd NF-kB luciferase reporter, 4 h. inhibition, % at 10 µM. 360,000 compounds, 0.98% hits;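 active = compounds whose plate-normalised and pattern-corrected inhibition of the luciferase reporter signal at the single screening dose is 50% or more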
NR2E3 ag-2: agonists of human nuclear receptor NR2E3. 320,000 compounds, 0.12% hits. GST-NR2E3/biotin-RetCOR TR-FRET, 1536-well. AID 2300. inhibition of corepressor binding, % at 4.78 µM;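 active = percent inhibition above the cutoff of mean plus 3 SD of all tested compounds, set per screening campaign, cut at about 20% in these data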;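 note: 0% = DMSO wells and 100% = biotin wells as full block of FRET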
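Material – GST-tagged NR2E3 plus biotinylated RetCOR corepressor · Quantity – NR2E3 fusion 1.35 nM · Times – 5 h incubation at 4 °C · Medium – pH 7.5 Tris-based buffer · Technique – TR-FRET, Eu(K)-anti-GST donor, streptavidin-D2 acceptor, ex 340, em 617/671 nm · Benchmarks – high control biotin, low control 0.6% DMSO · Format – 1536-well plates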
Peg3 promoter: reduces Peg3 promoter-driven luciferase expression in HeLa | HeLa PEG-Prom luciferase reporter, luminescence, overnight | 360,000 compounds, 1.7% hits | inhibition, % at 20 µM;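 active = inhibition of at least 50% at 20 µM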
TRAIL sens C8: sensitizes caspase-8 expressing cells to TRAIL | NB7+C8 cells + TRAIL, ATPlite viability luminescence | inhibition (viability loss, TRAIL sensitization), % at 10 µM | 360,000 compounds, 1% hits;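 active = compounds causing at least 50% loss of cell viability in the single-dose screen, relative to plate controls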
* hit, by the source's call; ? = inconclusive; . = no result given. An excerpt; count on the stated rates, not on these rows.

SMILES	MITF TRPM1 inh	NR2E3 ag-1	Shn3 inh set2	HIF-2a block	TWEAK-Fn14 inh	KKLEB cytotox	CF NFkB block	TROY NFkB inh	NR2E3 ag-2	Peg3 promoter	TRAIL sens C8
Cc1ccc(-c2nc(CS(=O)(=O)CC(=O)NCc3ccc4c(c3)OCO4)c(C)o2)cc1	-1	41	1	6	-8	-1	-5	7	-1	12	-29
CC(=O)N1CCN(c2ccc(NS(=O)(=O)c3ccc(C)cc3)cc2)CC1	11	-17	-6	-3	7	-8	2	0	1	-6	3
CCOc1ccc(C(=O)NC(C)C2COc3ccccc3O2)cc1 (stereo unspecified)	-18	-63	-13	-74	-4	-3	13	-14	0	-79	-4
NS(=O)(=O)c1ccc(S(=O)(=O)N2CCCC(c3ccccc3)C2)cc1 (stereo unspecified)	.	14	15	20	5	1	-10	14	.	18	-7
CC(=O)c1ccc(NC(=O)c2cc(-c3cccs3)on2)cc1	-41	-19	-11	-24	-58	-1	0	-58	6	-111	15
CC(C)OCCCN1C(=O)c2[nH]nc(-c3ccccc3O)c2C1c1cccc(Cl)c1 (stereo unspecified)	20	5	18	30	10	-6	-5	12	4	28	2
Cn1c2ccccc2c2nn(-c3ccccc3)c(=O)cc21	-2	-20	9	-32	-40	4	-20	-28	3	-1	-7
COc1ccc(N2CCN(C(=O)CSc3nnc(NC(=O)C4CCC4)s3)CC2)cc1	10	-12	4	15	0	-1	-17	13	1	3	13
Cc1ccccc1NC(=O)CSc1n[nH]c(-c2ccccn2)n1	3	-14	23	4	-2	-1	-32	12	-1	20	-2
CC(c1ccccc1)N1CCN(C(=O)CCl)CC1 (stereo unspecified)	28	-22	0	3	25	8	-11	-9	-1	20	-3
O=C(c1ccco1)N1CCN(C(c2ccccc2)c2nnnn2C2CCCC2)CC1 (stereo unspecified)	-1	10	-6	14	9	9	-2	-16	-2	12	6
Cc1ccc(N2CC(C(=O)N3CCN(Cc4ccc5c(c4)OCO5)CC3)CC2=O)cc1 (stereo unspecified)	7	0	-2	-3	-14	1	-6	-2	-1	4	-2
O=C1c2oc3ccc(Br)cc3c(=O)c2C(c2cccc(F)c2)N1CCO (stereo unspecified)	-8	-4	0	11	13	0	-3	16	3	16	-19
COc1cc2c(cc1OC)CN(Cc1ccc(C)s1)CC2	7	4	9	15	-7	-14	-2	-20	0	9	-4
CCCC(=O)N1CCN(c2ccc(NC(=O)c3cccs3)cc2Cl)CC1	-5	-20	-14	-6	-8	11	16	-7	2	0	-5

Copied from the list.
Result of CC(C)OCCCN1C(=O)c2[nH]nc(-c3ccccc3O)c2C1c1cccc(Cl)c1 (stereo unspecified) in CF NFkB block: -5
Result of NS(=O)(=O)c1ccc(S(=O)(=O)N2CCCC(c3ccccc3)C2)cc1 (stereo unspecified) in CF NFkB block: -10

Continuation:
SMILES	MITF TRPM1 inh	NR2E3 ag-1	Shn3 inh set2	HIF-2a block	TWEAK-Fn14 inh	KKLEB cytotox	CF NFkB block	TROY NFkB inh	NR2E3 ag-2	Peg3 promoter	TRAIL sens C8
Nc1ccc2nn(-c3ccc(F)cc3)nc2c1	-17	-69	-38	-271	16	-5	-10	6	4	-295	27
CC(=O)c1cccc(NC(=S)NC(=O)c2cccc(C)c2)c1	-99	-13	-91	-313	-19	-14	-2	-88	1	-235	14
CCOc1c(Br)cc(C(=O)NCCCn2ccnc2)cc1OC	-12	-3	11	4	-2	1	-4	10	0	5	10
Cc1nc2c(-c3ccccc3)c(C)nn2c(C)c1CCC(=O)N1CCOCC1	0	-11	16	15	-1	5	2	0	-2	16	-6
Cc1nc2sc(C#N)c(N)c2c2c1CCCC2	-24	-57	1	-38	-8	0	14	11	9	-48	31
Cc1ccc(CCNS(=O)(=O)c2ccc(C)cc2)cc1	4	21	-3	13	-6	7	8	-16	-1	8	0
COc1cccc(C(=O)COc2ccc(NC(=O)c3ccccc3)cc2)c1	-3	-15	12	-12	-9	-9	-1	-22	.	-19	0
CCn1nc(NS(=O)(=O)c2ccccc2)c2cc3cccc(C)c3nc21	0	5	-3	13	-1	-5	8	3	-2	2	-11
S=C(Nc1ccc2[nH]ccc2c1)NC1CCCCC1	-55	-137	-49	-309	-9	11	5	-4	0	-297	-18
N#C/C(=C\c1ccc(-c2nc3ccccc3s2)o1)C(N)=O	-4	-102	-49	-245	-10	16	-45	-11	-3	-187	16
C/C(Cn1nnc([N+](=O)[O-])n1)=N\NC(=O)c1cccc(Cl)c1	50	-86	0	-12	0	0	11	-32	1	12	34
O=C(CSc1nnc(NC(=O)c2c(F)cccc2F)s1)NC1CC1	5	10	1	-1	1	28	-4	-34	3	-5	-15
S=c1[nH]ccn1Cc1ccccc1	7	-5	-18	6	-21	-2	3	10	-1	-1	-13
CC(C)NC(=O)Nc1nnc([C@H]2C[C@H](O)[C@@H](CO)O2)s1	.	-10	17	8	-8	6	14	6	.	0	-1
O=C(OCCCCN1C(=O)c2ccccc2C1=O)c1n[nH]c2ccccc12	13	21	-6	12	5	13	-4	23	-1	17	0
O=C(NCc1ccccn1)C12CC3CC(CC(C3)C1)C2	5	-5	-19	9	1	-10	3	-1	2	-9	-5
COc1ccc(CCC(=O)Nc2ncc(C)s2)cc1	11	-5	-17	-88	-29	6	13	-26	1	-53	-7
COc1ccccc1/C=C/C(=O)N1CCN(S(=O)(=O)c2cccs2)CC1	-11	-5	-10	-15	-4	1	8	-2	.	5	20
CC1=NN(c2ccccc2)C(=O)C1N=Nc1cccc(O)c1 (stereo unspecified)	-35	-151	-58	-289	25	-2	-17	-1	0	-224	6
O=C1OC(C(=O)Nc2ccccc2)Cc2ccccc21 (stereo unspecified)	-20	-40	-27	-115	-18	-2	-14	-55	6	-110	-3
COc1ccc(OC)c(NS(=O)(=O)c2ccc(-n3cccn3)cc2)c1	.	-25	4	16	13	-5	-7	14	.	28	10
CCn1nc(C(=O)Nc2ccccc2C)c(Cl)c1Cl	1	-1	-10	-51	-6	-10	5	-6	5	3	-8
Cn1c(SCCN2CCOCC2)nc2sc3c(c2c1=O)CCCC3	-38	-29	-24	-116	-36	12	-12	-25	-4	-97	-3
N#CCSc1nccc(-c2cc(Cl)sc2Cl)n1	-6	-38	-1	-3	20	-4	-7	-17	-1	-9	6
O=C(Cn1nc2n(c1=O)-c1ccccc1SC2)N/N=C/c1ccncc1	-9	9	7	18	9	-4	2	16	2	13	3
COCCNC(=S)N1CCN(c2nc(-c3ccccc3)cs2)CC1	-10	-11	-5	-35	-2	-6	-3	22	1	-10	-8
Cc1ccc(-n2nnnc2-c2cnc(-c3cccnc3)nc2C(F)(F)F)cc1	-5	14	?	11	38	-2	-3	16	3	50	30
COC(=O)c1cc(S(=O)(=O)NCC2CCN(Cc3cc(C)ccc3C)CC2)cn1C	-2	-34	8	4	-21	8	-21	8	0	-13	-49
CCCCN(C)C(=O)c1sc2ncn(CC)c(=O)c2c1C	-1	6	9	-21	0	-4	-2	.	-2	-15	-7
CCN(CC(=O)Nc1ccc(NC(C)=O)cc1)C(=O)C1(c2ccccc2)CC1	-3	-21	-1	29	6	-8	20	-9	-2	16	3
Cc1ccc2nc3c(cc2c1)c(NC(=O)c1ccco1)nn3CC(C)C	-5	-1	-1	-31	0	-9	-5	-7	0	4	10
O=C(c1ccco1)N1CCN(C(=O)c2cc3ccccc3oc2=O)CC1	6	10	3	13	-7	2	-5	-10	1	11	-5
CCOc1ccc(S(=O)(=O)Nc2ccccc2C(=O)NCc2ccco2)cc1	-6	-4	-19	17	9	-8	10	5	-1	-1	19
COc1ccc(-c2nc(CSCC(=O)N3CCc4ccccc4C3)c(C)o2)cc1OC	2	-11	0	-5	1	-3	-5	3	-1	-6	-3
CC1CC(C)CN(CC(=O)NNC(=O)COc2ccc(Cl)cc2)C1 (stereo unspecified)	3	8	-5	1	12	4	12	2	3	0	-1
Cc1ccc(C)c(NC(=O)NCc2ccccn2)c1	-4	-15	15	1	-18	-13	6	4	1	-4	-10
O=S(=O)(c1cccc(F)c1)N1CCCN(c2ccc(C(F)(F)F)cn2)CC1	2	1	12	17	2	-19	9	-4	4	19	6
COc1ccc(NC(=O)C2CCCN2C(=O)OC(C)(C)C)cc1 (stereo unspecified)	0	7	8	11	4	-13	8	12	4	0	-1
O=C(OCn1nnc2ccccc2c1=O)C1=COCCO1	13	8	-2	14	-1	2	8	7	1	11	7
CCOC(=O)c1cc2ccccc2n1CCN(CC)CC	0	-2	-9	-3	14	-39	8	16	-2	7	-8
COc1ccc(N2CCN(S(=O)(=O)c3cc4c5c(c3)C(C)C(=O)N5CCC4)CC2)cc1 (stereo unspecified)	6	-9	-7	11	0	12	-18	8	-3	-11	-3
CC(=O)N(C(C)=O)c1nc2nc(C)cc(C)n2n1	3	-4	-11	17	30	9	0	21	4	-3	-15
COc1ccccc1-n1c(CNC(=O)COc2ccccc2)n[nH]c1=S	13	14	-4	19	23	2	-13	-17	6	4	1
CC(=NCCCNC1CCCCC1)C1=C(O)CC(C)(C)CC1=O	4	2	17	4	-7	14	-10	12	3	6	-4
O=C(NCc1ccccc1C(F)(F)F)C1CC(c2cccc(F)c2)=NO1 (stereo unspecified)	-6	6	0	5	11	-7	5	-4	0	5	-21
COc1ccc(NC(=O)c2oc3ccccc3c2CSC)cc1S(=O)(=O)N1CCOCC1	7	1	60	12	-1	6	2	2	.	7	-9
CCc1c(-c2ccccc2)nc2sc3c(c2c1N)CCCC3	-73	-41	-35	-341	-20	-10	20	31	-1	-148	18
C=CCN(c1ccccc1OC)S(=O)(=O)c1cccc(C(=O)NCc2cccs2)c1	5	0	18	17	-20	8	-21	-18	.	14	2
Cc1ccc(S(=O)(=O)N2CCOCC2)cc1NC(=O)Cn1c(=O)ccn(Cc2ccccc2)c1=O	6	13	-3	8	7	6	-13	1	.	7	6
OCC[C@H]1C[C@@H](O)[C@H](O)[C@]2(CCCO2)O1	-1	6	-16	9	-2	-4	-19	-26	1	3	1
O=C(CSc1nc2ccccc2c(=O)n1Cc1ccco1)NCCN1C(=O)CSC1=O	11	-21	-10	13	13	3	11	-3	3	0	5
O=C(c1ccccc1Br)N1CCn2c1nc1ccccc12	7	-3	-11	-5	-2	8	-8	17	0	1	-4
COc1ccc(-c2cc3c(=O)n(CC(=O)NCCCc4ccccc4)ncn3n2)cc1	.	-75	-52	-197	9	-17	2	-34	4	-85	25
COC(=O)c1cc(OCC(=O)Nc2ccc3c(c2)CCC3)cc(C(=O)OC)c1	5	8	-13	-1	-9	-13	-14	0	.	-2	94*

Another view of some results above:
Values in the order – MITF TRPM1 inh	NR2E3 ag-1	Shn3 inh set2	HIF-2a block	TWEAK-Fn14 inh	KKLEB cytotox	CF NFkB block	TROY NFkB inh	NR2E3 ag-2	Peg3 promoter	TRAIL sens C8
> CCOc1c(Br)cc(C(=O)NCCCn2ccnc2)cc1OC
→ -12	-3	11	4	-2	1	-4	10	0	5	10
> Cc1nc2c(-c3ccccc3)c(C)nn2c(C)c1CCC(=O)N1CCOCC1
→ 0	-11	16	15	-1	5	2	0	-2	16	-6
